CAL PDZ FP-1: inhibitors of human CAL PDZ peptide binding; Q9HD26; purified CAL PDZ, TMR-peptide fluorescence polarization, 1 h; AID 504414; inhibition, % at 20 µM; actives 0.02% (n = 330,000);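 active means highest replicate inhibition of at least 40%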;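 further: plate controls were DMSO neutral control wells for no effect and unlabeled competitor peptide control wells for full effect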
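material = purified tagged CAL PDZ domain construct (CerCALP) | compound dosing = 20 µM, one dose | times = 1 h at RT | measured by = fluorescence polarization from S- and P-plane intensities, G-factor corrected | read-out = inhibition from polarization loss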
Rtt109 HAT inh: C. albicans Rtt109 histone acetyltransferase inhibition | Q5AAJ8 | actives 0.16% (n = 330,000) | inhibition, % at 34.9 µM | purified Rtt109/Vps75, ThioGlo CoA-SH fluorescence, 4 h;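 active means inhibition of at least 50% in every replicate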
Target sequence (Q5AAJ8 whole entry, looked up): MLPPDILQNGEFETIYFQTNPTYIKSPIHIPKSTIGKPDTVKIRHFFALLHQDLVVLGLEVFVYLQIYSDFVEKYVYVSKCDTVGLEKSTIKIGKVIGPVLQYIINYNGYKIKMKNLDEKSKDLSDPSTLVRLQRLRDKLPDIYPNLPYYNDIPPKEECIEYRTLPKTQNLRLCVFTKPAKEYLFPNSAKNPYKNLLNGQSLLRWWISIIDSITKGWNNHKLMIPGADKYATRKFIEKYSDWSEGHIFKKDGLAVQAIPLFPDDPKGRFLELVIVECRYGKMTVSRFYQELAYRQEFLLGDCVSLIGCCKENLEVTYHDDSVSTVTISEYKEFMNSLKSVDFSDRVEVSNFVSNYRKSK
DAGLB inh: blocks human DAGLB lipase activity; Q8NCG7; HEK293T DAGLB membrane lysate, EnzChek fluorogenic substrate; inhibition, % at 5.17 µM; actives 0.059% (n = 340,000); AID 504411; in the data active means inhibition above about 34%;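 further: 0% = enzyme with vehicle and 100% = wells lacking enzyme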
PKA-R2B act: activators of human PKA-R2B complex; PKA-R2B holoenzyme dissociation, Cy5-IP20 fluorescence polarization; R2B truncated from residue 108, S112A mutant; 0% DMSO only, 100% 113 µM cGMP; activation, % at 11.4 µM; actives 0.079% (n = 340,000); AID 504700;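 active means activation above a cutoff set at the mean over all compounds plus 3 SD, cut at about 18% in these data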;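 further: higher means more holoenzyme dissociation and a rise in polarization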
Target sequence (P31323 whole entry, looked up, other chains not shown, the tested form may be a part): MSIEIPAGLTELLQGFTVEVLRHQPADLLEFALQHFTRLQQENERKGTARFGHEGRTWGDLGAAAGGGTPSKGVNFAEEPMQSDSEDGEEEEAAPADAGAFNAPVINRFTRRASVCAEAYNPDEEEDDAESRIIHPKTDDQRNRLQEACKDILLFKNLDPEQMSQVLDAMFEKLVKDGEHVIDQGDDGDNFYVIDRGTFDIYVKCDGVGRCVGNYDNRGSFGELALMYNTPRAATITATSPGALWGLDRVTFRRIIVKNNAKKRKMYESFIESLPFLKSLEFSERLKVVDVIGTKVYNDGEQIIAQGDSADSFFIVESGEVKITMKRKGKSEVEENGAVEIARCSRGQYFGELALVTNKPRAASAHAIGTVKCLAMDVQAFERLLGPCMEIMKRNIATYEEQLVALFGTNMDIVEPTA
LANA DNA inh: KSHV C-LANA DNA binding inhibition | MBP-C-LANA/FAM-LBS DNA binding, fluorescence polarization | actives 0.078% (n = 340,000) | inhibition, % at 9 µM;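 active means highest replicate inhibition at or above 60% at 9 µM, even if other replicates fall short; inactive means all replicates below 60% inhibition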;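 further: 0% = neutral control wells and 100% = 4 µM acridine orange control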
CAL PDZ FP-2: inhibitors of human CAL PDZ peptide binding; Q9HD26; purified CAL PDZ, TMR-peptide fluorescence polarization, 1 h; inhibition, % at 24.9 µM; actives 0.92% (n = 300,000); AID 602252;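 active means mean inhibition of at least 30% with at least half of replicates also reaching 30%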;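 further: 0% = DMSO neutral control and 100% = excess unlabeled competitor peptide PRC23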
SR-BI DiI-HDL act: activators of SR-BI mediated HDL lipid uptake | CHO ldlA[mSR-BI] cells, DiI-HDL uptake fluorescence, 3 h; 100 = double the neutral-control signal | actives 0.096% (n = 320,000) | activation, % at 12.5 µM;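 active means mean replicate activation of at least 60% and every replicate at or above 60%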;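 further: 0% = median plate neutral-control signal and 100% = twice that signal; values of inactives mirror those of a sister screen read the other way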
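Material: SR-BI-overexpressing, LDLR-lacking CHO cells | Dosing: Single compound concentration, delivered by pin transfer | Probe or stimulus: Labelled HDL, 10 µg/mL | Signal: Bottom-read cell fluorescence after medium removal, ex 550/em 595 nm | Schedule: 3 h, 37 °C | Evaluation: HDL uptake via cellular fluorescence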
Keap1 Nrf2 FP: Keap1-Nrf2 (human) interaction inhibition; Q14145; Keap1 Kelch-Nrf2 peptide fluorescence polarization, 1536-well; inhibition, % at 9.4 µM; actives 0.15% (n = 340,000); AID 504523; in the data active means inhibition above about 12%;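 further: human Keap1 Kelch domain with fluorescein labeled Nrf2 9mer peptide probe; 0% = neutral control wells and 100% = peptide positive control; higher means more block of Keap1 binding to Nrf2 peptide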
RTF Ca sens inh: cardiac RTF calcium desensitization; P19429+P45379; AID 493244; inhibition, % at 7.15 µM; actives 0.12% (n = 340,000); IANBD-labeled cardiac RTF, Ca2+ fluorescence;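 active means inhibition above the mean inhibition of all tested compounds plus 3 SD, cut at about 17% in these data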;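 further: assay run at fixed EC70 calcium of 1.6 mM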
RTF Ca sens act: increases calcium sensitivity of human cardiac regulated thin filaments; activation, % at 7.2 µM; P19429+P45379; AID 493008; actives 0.24% (n = 340,000); IANBD-labeled TnC RTF fluorescence at EC20 calcium; 0% EC20 calcium, 100% full calcium;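 active means activation above the mean over all tested compounds plus 3 SD, cut at about 30% in these data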;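 further: rise in fluorescence read as greater calcium sensitivity of cardiac thin filaments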
An asterisk follows results filed as active; x = not tested or not shown.

SMILES	CAL PDZ FP-1	Rtt109 HAT inh	DAGLB inh	PKA-R2B act	LANA DNA inh	CAL PDZ FP-2	SR-BI DiI-HDL act	Keap1 Nrf2 FP	RTF Ca sens inh	RTF Ca sens act
CCN(CC)c1ccc(NC(=O)Nc2ccc(C(C)=O)cc2)cc1	-2.1	2	6	-4	-2.6	0	-26	-4	5	-1
CN1C2CCC1CC(NS(=O)(=O)c1cc(Cl)c(Cl)cc1Cl)C2 (stereo unspecified)	0.5	0	-2	-6	-1.2	2	-11	1	2	1
Cc1ccc(N2CC(NC(=O)C(=O)c3c(C)[nH]c4ccccc34)CC2=O)cc1 (stereo unspecified)	-3.3	10	0	-2	0.4	-5	-5	-1	-4	6
O=C(Nc1cc(Cl)ccc1-n1cncn1)c1ccccc1OC(F)F	-1.7	-1	-6	3	5.5	-4	-37	10	4	-6
CCn1c(SCc2ccc(C(=O)Nc3nccs3)cc2)nnc1-c1ccc(NC(C)=O)cc1	-1.7	6	2	-4	0.4	-6	-22	-4	-25	2
Cc1ccccc1OCCCC(=O)Nc1ccc2c(c1)OCO2	-0.9	-9	-12	12	1.2	x	9	1	0	2
COc1ccc(N2CCN(C(=O)c3cccnc3)CC2)c([N+](=O)[O-])c1	-1.9	-2	2	0	0.4	-3	13	-2	1	-6
CC(OC(=O)C1CCN(S(=O)(=O)c2ccc(Cl)cc2)CC1)C(=O)NC1CCCCC1C (stereo unspecified)	-2.6	6	2	3	2.0	-3	20	-5	5	2
COc1cc(OC)cc(C(=O)OCC(=O)NC2CCCCCC2)c1	-0.1	-2	-2	-5	-2.2	-3	-2	-1	-1	7
CCOC(=O)c1nc(C)c(C(C)=O)s1	0.4	-4	-1	-7	-1.0	-5	0	0	0	-2
O=C(NCCc1cccs1)C1CCC(=O)N(CCc2cccc(F)c2)C1 (stereo unspecified)	0.3	1	1	-6	-0.2	3	12	3	-11	6
COc1cc(NC(=O)CN(C)C2CCCCC2)c(C)cc1[N+](=O)[O-]	1.1	-7	-2	10	1.2	2	-44	2	-10	-1
COC(=O)c1c(C)[nH]c(C(=O)/C=C/c2ccccc2F)c1C	-1.0	3	2	1	-0.7	-3	-23	2	0	8
CCOc1cccc(C(=O)NC(=S)Nc2ccc(N3CCCC3)cc2)c1	-0.8	14	5	-1	0.1	1	-18	-1	-4	-1
COc1ccc(C(=O)NC(=S)NCc2ccco2)cc1Br	-2.5	-2	-8	-10	-3.1	1	-17	-8	4	-4
CCn1c(SCc2ccccc2)nc2cc(S(N)(=O)=O)ccc21	-2.9	2	-1	-3	-1.0	-5	8	-2	-6	3
COc1ccc(N(CC(=O)NCc2ccco2)S(C)(=O)=O)cc1Cl	-3.9	-4	-1	-1	0.2	-4	-24	-5	6	-2
COCCn1c(SCC(=O)Nc2cccc(OC)c2)nnc1-c1ccccc1	-2.5	-14	1	-18	-0.9	1	-3	-3	2	-13
COc1ccc(OCC(=O)NS(=O)(=O)c2ccc(Cl)cc2)cc1	-0.6	2	0	0	-1.8	25	3	0	-11	-1
O=C(CCc1nnc(C2CCCCC2)o1)NCc1cccc(-n2cccn2)c1	-2.4	-1	3	-9	0.9	-3	x	-1	0	-2
CN(C)c1ncnc2c1ncn2C1CCCCO1 (stereo unspecified)	0.9	-5	-1	3	-0.8	-2	-5	-1	1	2
O=C(OCc1ccccn1)c1ccc(COc2ccccc2Cl)o1	-3.1	11	-6	-7	0.0	13	8	-2	4	4
COc1cccc(NC(=O)C2CCN(S(=O)(=O)c3ccc4[nH]c(=O)ccc4c3)CC2)c1	0.3	15	-1	-6	0.5	x	20	2	5	4
CCn1cc(CN2N=C(C)CC2c2ccccc2)c(C)n1 (stereo unspecified)	-1.0	2	-1	1	-2.3	0	7	-1	3	-9
Cn1c(=O)[nH]c(=O)c2c1nc(Br)n2CCSc1nc2ccccc2o1	-2.2	-9	0	10	0.3	x	1	2	4	-7
CCNS(=O)(=O)c1ccc(CCC(=O)NCc2ccccn2)cc1	-0.7	5	-1	2	0.2	-6	11	4	-4	4
COc1ccc(C2NCCC3(O)CCCCC23)c(OC)c1OC (stereo unspecified)	0.4	-23	1	-6	0.8	-1	6	-8	-10	6
COc1ccc(Nc2cc(C)nc3ncnn23)c(OC)c1	-0.4	2	-2	-13	-0.8	x	0	-4	-8	-4
COc1ccc(CNC(=O)c2cc(S(=O)(=O)N3CCCC3)cn2C)cc1	-0.1	-3	-2	-9	0.0	x	-17	-3	-5	8
COc1ccc(OC)c(S(=O)(=O)n2nnc3cc(Cl)ccc32)c1	-2.8	x	3	-10	0.5	-7	30	1	-10	0
CCOC(=O)N1CCN(C(=O)C2CCN(S(=O)(=O)c3ccccc3)CC2)CC1	-0.9	x	-3	-12	1.0	0	1	3	3	1
COCCN(CC(=O)Nc1cccc(C)c1C)C(=O)c1cc(S(=O)(=O)N2CCCC2)ccc1C	0.1	5	-1	0	1.4	1	1	-3	-2	4
CCOC(=O)C1CCN(C(=O)c2cc3cc(Cl)ccc3[nH]2)CC1	-1.3	1	-8	-1	1.0	0	11	-5	-6	1
CCn1c(-c2ccc(OC)c(OC)c2)n[nH]c1=S	x	12	3	-7	-1.3	-1	3	-1	-3	-2
COc1ccc(C)cc1S(=O)(=O)N(CC(=O)NCc1ccc(Cl)cc1)Cc1ccccc1	-2.7	7	-1	-11	-0.1	x	-9	-8	-11	5
CC(C)=CC(=O)OCC(=O)NC1CCCc2ccccc21 (stereo unspecified)	-0.3	-14	0	1	-1.7	x	0	-1	2	-1
CCN(C(=O)c1cc2c(=O)[nH]c3ccc(C)cc3c2s1)c1ccccc1C	-1.7	-10	2	0	-1.7	-2	-11	-3	8	6
Cc1oc(-c2cccc(Cl)c2)nc1CS(=O)(=O)CC(=O)NCCN1CCOCC1	-0.4	-3	1	4	0.8	x	9	1	-2	4
CCOc1ccccc1CN1CCC(N2CCOCC2)CC1	-0.9	-10	0	4	-0.3	-5	20	-4	-6	0
COCCNc1nc2nonc2nc1N1CCC(N(C)C)C1 (stereo unspecified)	-1.4	-1	1	9	-0.6	1	-10	-4	5	3
N#C/C(=N\Nc1ccc(S(=O)(=O)N2CCOCC2)cc1)C(N)=S	-3.1	6	6	-7	-0.9	1	x	1	4	-10
O=C(NC1CCCC1)C1CC(=O)N(c2ccc(F)c(Cl)c2)C1 (stereo unspecified)	-3.2	2	1	-9	0.3	-1	12	0	-7	0
COc1ccc(S(=O)(=O)N(C)C[C@H]2Oc3ccc(NS(=O)(=O)c4c(C)noc4C)cc3C(=O)N([C@H](C)CO)C[C@@H]2C)cc1	0.8	2	-2	15	-0.9	-8	-5	-1	-6	5
Cc1nn(-c2ccccn2)c2c1C(c1ccccc1Cl)C1=C(N2)c2ccccc2C1=O (stereo unspecified)	0.0	-2	10	7	0.4	-5	-6	-7	1	3
COc1cc2c(cc1OC)CN(C(=O)Cc1ccccc1)CC2	-1.5	-5	-1	9	-0.9	x	2	3	-1	-6
Cc1ccc(CNC(=O)COC(=O)CN2C(=O)C3CC=CCC3C2=O)cc1 (stereo unspecified)	-0.4	-3	-3	-4	-1.1	-3	11	-8	-4	2
CCOC(=O)C(Sc1ncn[nH]1)c1ccccc1 (stereo unspecified)	0.3	3	0	15	0.5	-4	2	0	-2	1
CCCCC(=O)Nc1cccc(NC(=O)c2ccc(Br)cc2)c1	-0.3	-1	-4	-7	0.0	-2	-22	2	-13	2
Cc1ccc(CNC(=O)C(OC(=O)c2ccco2)C(C)C)cc1 (stereo unspecified)	x	-15	-1	-6	0.1	1	19	2	-2	-5
COC(=O)c1cc(OC)c(OC)cc1NC(=O)c1ccc(C)cc1	-1.4	-3	1	1	0.4	0	-7	-1	-4	-4
CCCNS(=O)(=O)c1ccc(OCC(=O)Nc2ccc3c(c2)OCCO3)c(C)c1	-2.7	8	0	6	-0.5	0	-9	2	-7	-5
O=C(CN(C(=O)CNS(=O)(=O)c1ccccc1)c1ccc(F)cc1)NCc1ccco1	-1.9	1	1	4	-0.7	1	18	-5	-22	-8
O=C(COc1ccccc1Cl)N1CCN(c2ccccn2)CC1	-1.6	-3	0	-8	-2.1	-3	-2	-4	-3	17
C#CC[N+]1(CC#Cc2ccccc2)CCCC1	-0.2	3	-4	3	1.7	-1	-1	1	0	2
COc1ccc(-c2cccc(NS(=O)(=O)c3cc([N+](=O)[O-])c(C)c([N+](=O)[O-])c3)c2)nn1	-2.5	10	11	6	0.7	-3	24	-1	1	-1
Cc1ccn(CCSCC(=O)O)n1	-1.1	-5	0	-4	0.7	4	9	-3	-9	2
C=CCSc1nc2c(c(=O)[nH]c(=O)n2C)n1C/C=C(/C)Cl	0.2	-3	1	-1	1.2	x	12	-8	-2	-8
COC(=O)Cc1ccc(NC(=S)NC(C)(C)C)cc1	-0.6	-2	-4	0	0.7	x	5	-6	-10	5
CCOc1cccc(C2C(C(=O)c3ccc(C)o3)=C(O)C(=O)N2Cc2ccncc2)c1 (stereo unspecified)	-1.8	-1	-1	-4	0.1	-2	17	-1	-8	9
Cc1ccc(C(=O)Nc2ccc(C(=O)N3CCCCC3)cc2)cc1	-2.6	-4	0	-7	0.0	-6	-47	0	-3	6
Cc1cn(CC(=O)NCCCc2ccccc2)c(=O)[nH]c1=O	-1.2	4	-1	7	0.2	-3	x	-3	-10	0
Cc1ccccc1NC(=O)c1cccc(NC(=O)c2ccccc2C(=O)O)c1	1.2	42	-2	7	0.5	0	x	-1	-1	5
Cc1cccc(C)c1OCC(C)N (stereo unspecified)	0.6	-16	2	-6	-1.5	-2	10	-8	7	16

Copied from the listing for reference:
SMILES	CAL PDZ FP-1	Rtt109 HAT inh	DAGLB inh	PKA-R2B act	LANA DNA inh	CAL PDZ FP-2	SR-BI DiI-HDL act	Keap1 Nrf2 FP	RTF Ca sens inh	RTF Ca sens act
Cc1ccc(CNC(=O)C(OC(=O)c2ccco2)C(C)C)cc1 (stereo unspecified)	x	-15	-1	-6	0.1	1	19	2	-2	-5
COC(=O)c1cc(OC)c(OC)cc1NC(=O)c1ccc(C)cc1	-1.4	-3	1	1	0.4	0	-7	-1	-4	-4
CCCNS(=O)(=O)c1ccc(OCC(=O)Nc2ccc3c(c2)OCCO3)c(C)c1	-2.7	8	0	6	-0.5	0	-9	2	-7	-5
O=C(CN(C(=O)CNS(=O)(=O)c1ccccc1)c1ccc(F)cc1)NCc1ccco1	-1.9	1	1	4	-0.7	1	18	-5	-22	-8

Bioassay records deposited in PubChem BioAssay by several laboratories.
